Screens: PubChem BioAssay, National Center for Advancing Translational Sciences (NCATS)
L3MBTL1 inh = inhibitors of human L3MBTL1 | Q9Y468 | AlphaScreen L3MBTL1–H3K9me1 peptide binding | Potency, µM (series often up to 57.1 µM), without a hit: at the top dose activity, negative = inhibition, hits mostly inhibitors | 230,000 compounds, 0.66% hits; active = well fitted inhibition curve with a large enough effect; inconclusive = small, poorly fitted or top-dose-only effect; inactive = no such curve, though single readings can be large or run the other way; also: nearly all actives have a fitted effect of over 60% in size
Target sequence (Q9Y468 whole entry, looked up): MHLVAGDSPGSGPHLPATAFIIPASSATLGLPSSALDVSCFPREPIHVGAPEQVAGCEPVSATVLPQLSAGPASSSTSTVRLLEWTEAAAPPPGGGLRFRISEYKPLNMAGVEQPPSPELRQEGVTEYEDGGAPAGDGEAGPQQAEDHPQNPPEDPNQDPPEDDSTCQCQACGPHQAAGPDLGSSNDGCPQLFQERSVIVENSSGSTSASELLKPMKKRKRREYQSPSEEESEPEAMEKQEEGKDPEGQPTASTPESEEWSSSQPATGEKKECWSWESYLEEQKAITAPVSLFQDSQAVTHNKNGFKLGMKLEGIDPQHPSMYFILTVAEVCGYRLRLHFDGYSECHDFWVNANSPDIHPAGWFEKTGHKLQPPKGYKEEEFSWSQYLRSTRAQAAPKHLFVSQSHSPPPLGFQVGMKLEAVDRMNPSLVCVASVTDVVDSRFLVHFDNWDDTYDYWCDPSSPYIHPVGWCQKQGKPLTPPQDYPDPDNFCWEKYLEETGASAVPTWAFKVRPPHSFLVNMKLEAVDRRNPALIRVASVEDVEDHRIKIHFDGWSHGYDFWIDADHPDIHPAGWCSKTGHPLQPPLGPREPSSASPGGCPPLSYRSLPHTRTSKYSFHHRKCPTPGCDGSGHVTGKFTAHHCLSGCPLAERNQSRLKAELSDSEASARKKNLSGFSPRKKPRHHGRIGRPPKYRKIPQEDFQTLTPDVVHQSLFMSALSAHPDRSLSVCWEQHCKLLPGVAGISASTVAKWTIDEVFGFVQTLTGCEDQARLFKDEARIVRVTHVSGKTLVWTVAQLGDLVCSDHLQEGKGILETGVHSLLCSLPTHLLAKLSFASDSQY
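L3MBTL1 (50 nM) pre-complexed 30 min with biotinylated H3(1-15)K9me1 peptide (75 nM), then compounds added for 30 min at room temperature; AlphaScreen streptavidin donor/nickel chelate acceptor beads (10 ug/mL final) read after 30 min dark incubation.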
The depositor's hits bear a star; ? = inconclusive; [ ] = remark or other dose. % is scaled to controls: 0 for no effect and ±100 for the full control effect; potency is read from the fitted curve at half-maximal effect. These rows are one share of the data (hit frequency here may not be typical).

L3MBTL1 inh | SMILES
2% | CN1CCN(C(=O)CNC(=O)c2cccs2)CC1
-3% | O=C(CCC1CCCCC1)NCCS(=O)(=O)N1CCN(c2ccccc2F)CC1
-12% | C/C(=N\Nc1ccc(S(=O)(=O)N2CCCCC2)cn1)c1ccc(O)cc1
3% | CSc1ncccc1C(=O)OCC(=O)NC1CCC(C)CC1 (centres undefined)
-6% | Cc1ccc(NC(=O)c2cc(S(=O)(=O)N3CCOCC3)cn2C)cc1F
0% | O=C(O)CCC(=NNC(=O)c1cccc(S(=O)(=O)N2CCCCC2)c1)c1ccccc1
2% | Cc1cccc(N(Cc2ccccc2)C(=O)c2cc(S(=O)(=O)N3CCOCC3)ccc2F)c1
2% | CCc1ccc(S(=O)(=O)n2c(C)nc3ccccc32)cc1
5% | CC(CNC(=O)c1cccc(Br)c1)n1cncn1 (centres undefined)
7% | COc1ccc(CC(=O)N(C)Cc2ccc(Cl)cc2)cc1S(=O)(=O)N1CCOCC1
-4% | COc1cc(OC)cc(-c2cc3cc4c(cc3cn2)OCO4)c1
-5% | COc1ccccc1-n1nnnc1SCC(=O)Nc1oc(C)c2c(C)n[nH]c(=O)c12
2% | COCCN(C(=O)c1ccc(C)o1)c1c(N)n(CC(C)C)c(=O)[nH]c1=O
8% | O=C(COC(=O)c1cccc(O)c1)Nc1ccc(S(=O)(=O)N2CCOCC2)cc1
5% | COc1ccccc1CCNC(=O)c1cc(C2CC2)nc2c1cnn2C(C)C
5% | N#Cc1ccc(NC(=O)c2cc(S(=O)(=O)N3CCOCC3)ccc2N2CCCC2)cc1
3% | CN(Cc1ccc(Cl)c(Cl)c1)C(=O)C1=CC=CN2CCS(=O)(=O)N=C12
9% | COc1ccc(-c2sc3ccccc3c2C#CCO)cc1
-2% | CC(CC(=O)N1CCN(S(=O)(=O)c2ccc([N+](=O)[O-])cc2)CC1)c1ccccc1 (centres undefined)
12% | Cn1c2ccccc2c(=O)c2ccc(F)cc21
2% | O=C(COC(=O)C1CC2CCCC(C1)C2=O)NC(=O)c1ccccc1 (centres undefined)
-1% | COc1cccc(N2CCN(C(=O)c3cccc(NC4=NC5CS(=O)(=O)CC5S4)c3)CC2)c1 (centres undefined)
-19% | COc1ccc(/C=C/C(=O)OCC(=O)N(C)c2c(N)n(Cc3ccccc3)c(=O)[nH]c2=O)cc1OC
6% | Cc1c(Cl)ccc2sc(NC(=O)C3CC3)nc12
-8% | CC[C@]12c3[nH]c4ccc(OC)cc4c3CCN1C(=O)C(CC(=O)NCc1ccc(OC)c(OC)c1)C[C@@H]2C(=O)N1CCN(C(=O)C2CC2)CC1 (some centres undefined)
-8% | C#CCOCCOCCOCCNc1nc(N2CCN(C(=O)Cn3cc(CCCN=C(N)N)nn3)CC2)nc(N2CCN(C(=O)[C@H](CCCCN)n3cc(CCC(=O)O)nn3)CC2)n1
-6% | CCOc1ccc(N(C)S(=O)(=O)c2ccc(C)c(C(=O)NCc3cccs3)c2)cc1
3% | NC(=O)c1ccsc1NC(=O)CCc1ccccc1
6% | CCN1CCN(c2ccc(S(=O)(=O)N3CCCCC3)cc2NC(=O)c2cccc(NC(C)=O)c2)CC1
-8% | COc1ccc2oc(C(=O)OCc3nnc(-c4ccccc4)o3)c(C)c2c1
? | CC(=O)c1ccc(S(=O)(=O)Nc2ccc(-c3ccc4nncn4n3)cc2)cc1
-1% | O=C(O)C1C2CCC(C2)C1C(=O)NCCc1ccc(F)cc1 (centres undefined)
4% | CC(C)(C)N(Cc1ccccc1)C(=O)COC(=O)/C=C/c1ccc2c(c1)OCO2
-4% | COc1cc(CN2CCCC(N3CCN(c4ccccc4C)CC3)C2)cc(Cl)c1O (centres undefined)
? | O=C(CSc1nc(=O)n2cc(Cl)ccc2n1)Nc1ccc2c(c1)OCO2
1% | COc1ccc(C2(C)NC(=O)N(CC(=O)Nc3ccc4[nH]c(=O)[nH]c4c3)C2=O)cc1 (centres undefined)
2% | CC(=O)N1c2ccccc2CCc2ccc(N)cc21
-6% | CCOc1ccccc1NC(=S)N1CCN(c2cccc(OC)c2)CC1
-6% | Cc1ccc(NC(=O)c2ncn(CC(=O)NCc3nc4ccccc4[nH]3)n2)cc1C
28% | Cc1cc(C)c(NC(=O)CNC(=O)c2ccc3ncsc3c2)c(C)c1
7% | CC(C)CN(C(=O)COC(=O)c1ccc2ccccc2c1)c1c(N)n(Cc2ccccc2)c(=O)[nH]c1=O
3% | CC(Sc1nnc(-c2cccs2)n1N)C(=O)NCC1CCCO1 (centres undefined)
7% | CCOc1ccc(CCNC(=O)COC(=O)c2cc(OC)c(OC)cc2[N+](=O)[O-])cc1OCC
-5%[2.29 µM] | O=C(O)c1cc(Cl)c(Cl)cc1C(=O)N(Cc1ccccc1)Cc1ccccc1
0% | O=C(COC(=O)/C=C/c1ccc([N+](=O)[O-])cc1)NCc1cccs1
-14% | CCCCOc1ccc(C(=O)NCC(=O)N2CCN(C(=O)c3ccco3)CC2)cc1
-1% | CCOC(=O)C1CCN(C(=O)c2ccc(C)o2)CC1
-7% | CCOc1ccccc1C(=O)Oc1cc(C)[nH]c(=O)c1[N+](=O)[O-]
4% | Cc1c(F)cccc1NC(=O)c1ccc2c(c1)CCN2S(C)(=O)=O
-5% | Cc1cc(OCC(=O)OCC(=O)c2ccc[nH]2)ccc1Cl

Next part.
L3MBTL1 inh | SMILES
3% | CCn1c(SC(C)C(=O)Nc2ccc3c(c2)OCCO3)nnc1C1CC1 (centres undefined)
-5% | Cc1cc(C(=O)NNC(=O)c2ccc(Cl)c(S(N)(=O)=O)c2)c(C)o1
-4% | O=C(CCl)N1CCN(C(=O)C2COc3ccccc3O2)CC1 (centres undefined)
-4% | COc1ccc(-c2nnc(NC(=O)c3c(OC)cccc3OC)s2)cc1
0% | COc1cc(/C=C/C(=O)O)ccc1OS(=O)(=O)c1c(C)c(C)cc(C)c1C
-3% | COc1ccc(NC(=O)Nc2cccc3c2O[C@H](CN(C)S(=O)(=O)c2cccs2)[C@@H](C)CN([C@H](C)CO)C3=O)cc1
4% | O=C(NCC(c1ccco1)N1CCCCC1)c1ccc(S(=O)(=O)Nc2ccccc2)cc1 (centres undefined)
7% | CC(=O)Nc1ccc(SCCN2CC[C@@H](C)CCC2=O)cc1
-7% | C=CC[C@@H](CC(=O)N[C@H](CO)Cc1ccccc1)C(=O)N[C@H](COC(=O)[C@@H](CC=C)Cc1ccc(F)cc1)C(C)(C)C
-4% | COC(=O)c1cc(NC(=O)COC(=O)CN2C(=O)C3CC=CCC3C2=O)cc(C(=O)OC)c1 (centres undefined)
-2% | CC12CCC(=O)N1C(C(=O)NNC(=O)COc1ccc(Br)cc1)CS2 (centres undefined)
56%[activator] | O=C(O)CSc1nnc(COc2cccc3ccccc23)o1
-3% | N#C/C(=C\c1cccc(OCC(=O)O)c1)c1nc2ccccc2[nH]1
8% | Cc1ccc(S(=O)(=O)N(C)C)cc1NC(=O)COC(=O)CC1CCCC1
6% | O=C(CNC(=O)c1ccc(OC(F)F)cc1)NCC1(N2CCOCC2)CCCCC1
-3% | Cc1sc2ncnc(N3CCC(C(=O)NNC(=O)COc4ccccc4F)CC3)c2c1C
1% | CN(CC(=O)Nc1ccccc1C(=O)NC1CC1)Cc1ccc(Cl)cc1
-11% | Cc1cccc(OC(C)C(=O)OCC(=O)N2CCN(c3ccccc3)CC2)c1 (centres undefined)
4% | Cc1ccc(C)c(N2CCN(C(=O)CCc3nc(-c4ccc(Cl)cc4)no3)CC2)c1
-6% | O=C(COC(=O)/C=C/c1cccc(Cl)c1)NC1CC1
-4% | CN(Cc1ccc(F)cc1)C(=O)c1ccc(NC(=O)CC2SC(N3CCCC3)=NC2=O)cc1 (centres undefined)
-5% | CCc1ccccc1NC(=O)C1=CC(c2cccs2)=NS(=O)(=O)N1C
5% | Cc1ccc(-c2nc(SCC(=O)c3c(N)n(C4CC4)c(=O)[nH]c3=O)n[nH]2)cc1
-3% | Cc1nc(N2CCCCCC2)c2ccccc2n1
0% | CCOc1cccc(C(=O)Nc2ccc(NC(=O)c3ccccc3)c(C)c2)c1
-6% | CN1CCN(c2nc3c(c(=O)n(C)c(=O)n3C)n2Cc2ccc(F)cc2)CC1
-6% | COc1cc(C(C)=O)ccc1OCC(O)CN1CCN(c2cc(C)cc(C)c2)CC1 (centres undefined)
11% | COc1ccc(CNCc2cc(OC)ccc2OC)cc1
11% | Cc1ccccc1C(=O)Nc1cc(C(F)(F)F)ccc1-n1cncn1
26% | COCCNc1cnn(-c2ccccc2)c(=O)c1Cl
-6% | CCOC(=O)c1[nH]cnc1C(=O)N1CCC(C)CC1
0% | O=C(CN1CCN(C(=O)c2ccc(-c3nc4ccccc4s3)o2)CC1)Nc1ccccc1Cl
-2% | CCc1cccc(OCC(=O)N(C)CC(=O)Nc2cccc(F)c2)c1
28µM* | CC(C)(C)OC(=O)NCCCCCNC(=O)c1[nH]cnc1C(=O)Nc1nccs1
3% | CC(=O)c1cccc(NC(=O)CN(C)S(=O)(=O)c2ccc3c(c2)CCC(=O)N3)c1
4% | O=C(COC(=O)c1ccc(O)cc1)NC1CCCCCC1
-1% | O=S(=O)(CCN1CCN(c2ccccc2O)CC1)c1cc(Cl)ccc1Cl
-8% | CCOc1ccccc1/C=C(\C(=O)O)c1ccc(S(=O)(=O)N2CCCCC2)s1
19% | COC(=O)C(OC(=O)c1ccccc1)C(C)Br (centres undefined)
2% | NS(=O)(=O)c1ccc(NC(=O)COC(=O)Cc2c[nH]c3ccccc23)cc1
4% | Cn1c(SCC(=O)NCC2CCCO2)nnc1-c1ccco1 (centres undefined)
7% | CCc1ccc(OCC(=O)OC(C)C(=O)Nc2ccc(Cl)cn2)cc1 (centres undefined)
6% | O=C(NCC(=O)N1CCN(C(=O)c2ccccc2)CC1)c1ccc(Cl)cc1Cl
39%[activator] | COc1ccc(CC(=O)OCC(=O)c2c(N)n(C)c(=O)n(C)c2=O)cc1OC
-16% | COc1ccc(C2=Nn3c(nnc3-c3ccccc3Cl)SC2)cc1OC1CCCC1
-2% | O=C(O)CC(Cc1ccc(Br)cc1)C(=O)Nc1ccccc1 (centres undefined)
1%[2.29 µM] | CCCCc1ccc(/C(C)=N/Nc2cc(N3CCOCC3)nc(C)n2)cc1
0% | CC(C)(C)Cc1nnc(NS(=O)(=O)c2ccc([N+](=O)[O-])cc2)s1
6% | O=C(CN1CCN(c2ccc(F)cc2)CC1)N(C1CCCC1)C1CCS(=O)(=O)C1 (centres undefined)
7% | C[C@H](CO)N1C[C@H](C)[C@@H](CN(C)S(=O)(=O)c2ccc(Cl)cc2)Oc2ccc(NS(=O)(=O)c3ccccc3)cc2CC1=O

(list continues)
L3MBTL1 inh | SMILES
-6% | Cc1cc(C)cc(C(=O)NC(CC(N)=O)c2ccc(N3CCC(Cc4ccccc4)CC3)c([N+](=O)[O-])c2)c1 (centres undefined)
-2% | COc1ccc(CNC(=O)COc2cc(O)c3c(c2)OC(C)(C)CC3=O)c(OC)c1
-4% | C=CC[C@@H](CC(=O)N[C@@H](CO)Cc1ccccc1)C(=O)N[C@@H](COC(=O)[C@H](CC=C)CC(=O)OC(C)(C)C)Cc1c[nH]c2ccccc12
-10% | O=C(NCCCN1CCOCC1)c1cc(S(=O)(=O)N2CCN(c3ccccc3)CC2)ccc1Cl
-1% | COc1ccc(N2CC(C(=O)Nc3c(C(N)=O)oc4ccccc34)CC2=O)cc1 (centres undefined)
8% | CCOc1ccc(NC(=O)CN(c2ccc(OC)cc2)S(=O)(=O)c2cccs2)cc1
10% | Cc1ccc([N+](=O)[O-])cc1NC(=O)CNC1CCCCC1
2% | COc1ccc(CN(C)C(=O)CCN=C2NS(=O)(=O)c3ccccc32)c(OC)c1
-4% | CCCCCN(C(=O)CCC(=O)OCc1ccc(C(C)C)cc1)c1c(N)n(CCCC)c(=O)[nH]c1=O
5% | O=C(CN1C(=O)C2CCCCC2C1=O)OCC(=O)c1ccc(F)cc1 (centres undefined)
5% | COc1cc(CC(=O)N2CCN(S(=O)(=O)c3ccc(C)cc3)CC2)cc(OC)c1OC
3% | CC1CCCC(NC(=O)c2ccc3c(c2)OCO3)C1C (centres undefined)

Shown as tab-separated lines: entries from further up
SMILES	L3MBTL1 inh
O=C(O)CC(Cc1ccc(Br)cc1)C(=O)Nc1ccccc1 (centres undefined)	-2%
CCCCc1ccc(/C(C)=N/Nc2cc(N3CCOCC3)nc(C)n2)cc1	1%[2.29 µM]
CC(C)(C)Cc1nnc(NS(=O)(=O)c2ccc([N+](=O)[O-])cc2)s1	0%
O=C(CN1CCN(c2ccc(F)cc2)CC1)N(C1CCCC1)C1CCS(=O)(=O)C1 (centres undefined)	6%
C[C@H](CO)N1C[C@H](C)[C@@H](CN(C)S(=O)(=O)c2ccc(Cl)cc2)Oc2ccc(NS(=O)(=O)c3ccccc3)cc2CC1=O	7%
Cc1cc(C)cc(C(=O)NC(CC(N)=O)c2ccc(N3CCC(Cc4ccccc4)CC3)c([N+](=O)[O-])c2)c1 (centres undefined)	-6%
COc1ccc(CNC(=O)COc2cc(O)c3c(c2)OC(C)(C)CC3=O)c(OC)c1	-2%
C=CC[C@@H](CC(=O)N[C@@H](CO)Cc1ccccc1)C(=O)N[C@@H](COC(=O)[C@H](CC=C)CC(=O)OC(C)(C)C)Cc1c[nH]c2ccccc12	-4%
O=C(NCCCN1CCOCC1)c1cc(S(=O)(=O)N2CCN(c3ccccc3)CC2)ccc1Cl	-10%
COc1ccc(N2CC(C(=O)Nc3c(C(N)=O)oc4ccccc34)CC2=O)cc1 (centres undefined)	-1%
CCOc1ccc(NC(=O)CN(c2ccc(OC)cc2)S(=O)(=O)c2cccs2)cc1	8%
Cc1ccc([N+](=O)[O-])cc1NC(=O)CNC1CCCCC1	10%
COc1ccc(CN(C)C(=O)CCN=C2NS(=O)(=O)c3ccccc32)c(OC)c1	2%
CCCCCN(C(=O)CCC(=O)OCc1ccc(C(C)C)cc1)c1c(N)n(CCCC)c(=O)[nH]c1=O	-4%
